M1 ag: activates human CHRM1 receptor. P11229. CHO-K1 hM1, Fluo-8 calcium fluorescence, agonist mode; 0% DMSO, 100% acetylcholine EC100. activation, % at 3 µM. 360,000 compounds, 0.33% hits. AID 588814;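 active = activation above the run's mean compound activation plus 3 SD, cut at about 16% in these data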;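 also: peak over basal fluorescence ratio within a 140 s kinetic read after compound addition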
Target sequence (P11229 whole entry, looked up): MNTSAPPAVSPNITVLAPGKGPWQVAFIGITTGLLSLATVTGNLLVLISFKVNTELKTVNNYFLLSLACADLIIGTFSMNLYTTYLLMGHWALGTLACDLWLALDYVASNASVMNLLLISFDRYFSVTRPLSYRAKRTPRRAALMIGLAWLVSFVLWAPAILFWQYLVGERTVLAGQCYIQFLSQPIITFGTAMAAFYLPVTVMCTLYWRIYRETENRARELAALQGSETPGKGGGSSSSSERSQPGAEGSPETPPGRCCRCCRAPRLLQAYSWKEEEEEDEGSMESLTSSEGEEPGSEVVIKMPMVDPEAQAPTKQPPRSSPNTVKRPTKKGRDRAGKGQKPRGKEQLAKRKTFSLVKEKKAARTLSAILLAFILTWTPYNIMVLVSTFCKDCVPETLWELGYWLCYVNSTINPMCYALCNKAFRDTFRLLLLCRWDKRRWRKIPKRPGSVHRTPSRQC
TAAR1 ag: human TAAR1 agonism | 360,000 compounds, 0.99% hits | CHO RD-HGA16 TAAR1, Fluo-8 calcium fluorescence; vehicle wells 0%, saturating PEA agonist 100% | Q96RJ0 | activation, % at 3 µM;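 active = activation above the mean activation of all test compounds in the run plus 3 SD, cut at about 38% in these data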
Target sequence (Q96RJ0 whole entry, looked up): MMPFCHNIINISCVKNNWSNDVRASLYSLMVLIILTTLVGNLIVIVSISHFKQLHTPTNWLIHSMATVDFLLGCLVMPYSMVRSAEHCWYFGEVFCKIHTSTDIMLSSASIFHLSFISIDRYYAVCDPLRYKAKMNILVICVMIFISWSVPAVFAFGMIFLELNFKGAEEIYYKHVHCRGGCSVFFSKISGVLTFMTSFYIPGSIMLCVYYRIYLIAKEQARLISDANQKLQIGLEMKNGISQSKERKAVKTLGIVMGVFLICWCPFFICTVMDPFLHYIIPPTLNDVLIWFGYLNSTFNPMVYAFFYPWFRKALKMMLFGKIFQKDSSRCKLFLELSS
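Test system: RD-HGA16 (CHO) cells co-expressing Gα16 and hTAAR1; dosing: one-point dosing at 3 µM (nominal); timing: 17-24 h seeding, 75 min 37 °C dye, 30 min RT; signal: kinetic Fluo-8 calcium fluorescence; read-out basis: % activation relative to PEA EC100 response; controls: DMSO and PEA EC100; replicates: n 1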
CHO parental Ca: counter-screen: ATP calcium response change in parental CHO cells. parental CHO-K1, ATP-induced calcium, Fluo-8 fluorescence. inhibition, % at 5.6 µM. 330,000 compounds, 0.63% hits. AID 463079;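 active = inhibition above that plate's mean sample inhibition plus 3 SD, cut at about 26% in these data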;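 also: 0% = ATP-challenged DMSO wells and 100% = DMSO wells without ATP; some compounds past the cut are filed as inactive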
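Test system: parental CHO cells; detection: calcium-sensitive Fluo-8 fluorescence; evaluation: percent inhibition of calcium signal; also added: ATP as calcium-mobilizing challenge; repeats: one well per compound; control set: ATP-challenged DMSO wells low, unchallenged DMSO wells high; compound: single nominal dose of 5.6 µM per compound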
M1 PAM parental: counter-screen for M1 PAMs: effect in parental CHO-K1 cells; activation, % at 3 µM; 360,000 compounds, 0.02% hits; ATP EC20, Fluo-8 calcium fluorescence; 0% at ATP EC20, 100% at ATP max;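 active = activation above the run cutoff, the mean activation of all test compounds plus 3 SD, cut at about 40% in these data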;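 also: peak over basal fluorescence ratio in a 140 s read after ATP addition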
CHO-K1 Ca ag: nonselective activator or artifact in parental CHO-K1 cells | 360,000 compounds, 0.48% hits | AID 602248 | activation, % at 3 µM | Fluo-8 calcium fluorescence; scaled to maximal ATP response, vehicle zero; in the data active = activation above about 15%;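 also: untransfected CHO-K1 host cells lacking M1 receptor as counterscreen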
CHRM1 antagonist: blocks human M1 muscarinic receptor; CHO-K1 hM1, Fluo-8 calcium fluorescence, ACh EC80 antagonist; inhibition, % at 3 µM; 360,000 compounds, 1.3% hits;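 active = percent inhibition above its own plate's cutoff, namely the mean of that plate's compound wells plus 3 SD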;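 also: peak over basal fluorescence ratio during 140 s after agonist addition; 0% = ACh EC80 plus DMSO and 100% = DMSO alone without agonist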
CHO-K1 Ca antag: counter-screen for M1 antagonists: effect in parental CHO-K1 cells. inhibition, % at 3 µM. 360,000 compounds, 0.6% hits. AID 602250. ATP-induced calcium, Fluo-8 fluorescence;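 active = inhibition above a per-plate cutoff, the plate's mean sample inhibition plus 3 SD, cut at about 24% in these data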;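 also: 0% = DMSO plus EC80 ATP and 100% = DMSO alone without ATP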
CHRM1 PAM: positive allosteric modulators of human M1 muscarinic receptor | 360,000 compounds, 0.088% hits | activation, % at 3 µM | P11229 | AID 588819 | CHO-K1 hM1, Fluo-8 calcium fluorescence, ACh EC20; 0% = ACh EC20, 100% = maximal ACh; in the data active = activation above about 19%, passing the limit was not always enough
TAAR1 antagonist: antagonists of human TAAR1; Q96RJ0; CHO RD-HGA16 TAAR1, Fluo-8 calcium fluorescence, antagonist; inhibition, % at 3 µM; 360,000 compounds, 1.5% hits;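 active = inhibition above a per-plate cutoff, the mean inhibition of test compounds on that plate plus 3 SD, cut at about 49% in these data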;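 also: 0% = DMSO plus EC80 beta-PEA response and 100% = DMSO alone without agonist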
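System: RD-HGA16 CHO cells with stable hTAAR1 and Gα16 | Probe or stimulus: EC80 β-phenethylamine stimulus | Dosing: 3 µM, single point | Times: Dye loading 75 min at 37 °C, then 30 min room temperature | Measured by: Fluo-8 calcium-sensitive fluorescence | Read-out basis: % inhibition of agonist calcium response | Replicates: n of 1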
An asterisk follows results filed as active; . = not tested or not shown; & = joins results of further samples; ! = a repeat was not active.

Values run as follows: M1 ag	TAAR1 ag	CHO parental Ca	M1 PAM parental	CHO-K1 Ca ag	CHRM1 antagonist	CHO-K1 Ca antag	CHRM1 PAM	TAAR1 antagonist
CCN(CC)C(=O)CSc1nc2c(c(-c3cccnc3)c1C#N)CCCC2
  -10	9	-9	-15	0.4	8	13	-1	-2
COc1ccc(NC(=S)N2CCC(N(C)CC3CCCO3)CC2)cc1Cl (stereo unspecified)
  -7	0	-13	19	0.0	-3	-11	1	7
CC1=CCC(C(C)(C)NC(=O)c2ccccc2)C/C1=N\O (stereo unspecified)
  -13	9	-11	2	0.8	5	-33	-3	-17
CC1CC(C)CN(S(=O)(=O)N2CCC(C(=O)NCCc3ccccc3)CC2)C1 (stereo unspecified)
  -2	4	-3	28	1.6	-7	-5	6	-7
Cc1ccccc1NC(=O)NC1(C(=O)N2CCCC2)CCCCC1
  -3	0	-8	9	0.0	-19	-13	11	-30
O=C(O)Cn1nc(-c2ccccc2)c2ccccc2c1=O
  -3	13	-9	6	-0.2	-5	-2	4	0
COC(=O)c1c(-c2ccccc2OC)sc2cc3c(cc12)OCO3
  -5	0	-26	12	0.0	-11	-15	1	-11
CCOc1nonc1C(=N)/C(C(C)=O)=C(\C)O
  -2	1	-7	16	0.8	-1	-7	5	0
CCOC(=O)CSc1nnc(NC(=O)c2cccc(S(=O)(=O)N3CCCCC3)c2)s1
  -3	1	-17	12	0.2	4	-9	-1	7
CCOc1ccc(N2C(=O)CC(N(C)Cc3ccccc3)C2=O)cc1 (stereo unspecified)
  -10	-2	-12	22	0.4	-1	-12	6	2
CCc1nnc(NC(=O)Nc2ccc(OC)cc2)s1
  0	18	-9	3	0.2	-10	-5	0	-1
CCOc1cc(S(=O)(=O)N2CCN=C2Cc2ccccc2)ccc1F
  -1	3	-4	6	0.6	-10	-2	11	-22
OC(c1ccc(F)c(F)c1)c1nc(-c2ccc(Cl)cc2)cs1 (stereo unspecified)
  1	2	.	-4	0.0	-5	16	-7	20
COc1ccc(N)c2c1OCCC2=O
  -4	0	4	7	-0.2	-15	-3	5	-8
CCCc1cc(=O)[nH]c(SCC(=O)Nc2ccc([N+](=O)[O-])cc2C#N)n1
  -1	0	-16	0	0.5	-11	-10	12	-27
Nc1ccccc1C(=O)NCCN1CCNC1=O
  -1	6	-2	14	0.6	-19	-4	15	-13
CC1(C)Cc2nc3[nH]c(=S)n(-c4ccccc4)c(=O)c3cc2CO1
  3	2	-9	1	0.6	-6	-5	13	6
COc1ccc(NC(=O)N(C2CCCCC2)C(C)c2cccnc2)c(OC)c1 (stereo unspecified)
  -5	5	-7	-6	-0.4	1	14	-1	-26
COc1ccc(NS(=O)(=O)c2ccc(NC(=S)NC(=O)c3cccnc3)cc2)nn1
  -7	1	-2	21	0.4	3	-3	8	2
Cc1cc(C(=O)COC(=O)CN=C2NS(=O)(=O)c3ccccc32)c(C)n1CCc1ccc(Cl)cc1
  -4	12	9	-6	1.7	11	16	-8	34
COc1ccc(N=C2C(=O)N3CCCc4cccc2c43)cc1
  -8	6	-11	13	0.9	-4	-3	7	-26
CCN(CC)S(=O)(=O)c1cc(C(=O)Oc2ccccc2OC)ccc1OC
  -5	5	-6	29	2.2	-11	-8	12	-2
Cc1cccc(-n2c(-c3csc(C)c3)n[nH]c2=S)c1
  -5	3	-3	12	-0.4	8	-1	-4	-29
Cc1cccc(OCC(=O)Nc2ccc(S(=O)(=O)N3CCN(C)CC3)cc2)c1
  -4	4	-6	-2	0.6	6	3	-12	1
CSC1=NC=C(C#N)C2=NC(c3ccc(Cl)cc3)NN12 (stereo unspecified)
  -4	.	.	11	0.3	3	8	-2	.
O=C(OCc1ccccc1)/C(=C/c1cccc([N+](=O)[O-])c1)NC(=O)c1ccco1
  -4	2	-28	-14	0.1	2	-15	8	-10
CCc1c(C(=O)Nc2cc(C)ccc2OC)[nH]c(C)c1C(C)=O
  -3	11	-12	15	2.5	-1	-1	-1	31
Cc1cccc(OCC(=O)Nc2ccc(S(=O)(=O)Nc3ccccn3)cc2)c1
  -1	3	-13	-2	3.7	7	9	-9	9
COCCN1C(=O)C(O)=C(C(C)=O)C1c1ccc(OC)c(OC)c1 (stereo unspecified)
  0	2	-7	3	-0.3	-9	10	9	-12
COc1cc(NC(=O)c2cc(C)on2)cc(C(=O)Nc2cccc(C(F)(F)F)c2)c1
  -3&-3	6&13	-2	7&3	5.5&4.5	3&4	3&-13	-11&-3	54*!

Next compounds:
Values run as follows: M1 ag	TAAR1 ag	CHO parental Ca	M1 PAM parental	CHO-K1 Ca ag	CHRM1 antagonist	CHO-K1 Ca antag	CHRM1 PAM	TAAR1 antagonist
COC(CNC(=O)C(=O)Nc1cc2c3c(c1)CCN3C(=O)CC2)OC
  -3	1	-6	7	1.0	-11	-9	16	-4
O=C(NCC1CCCO1)c1ccccc1-c1nc(-c2ccc(F)cc2)no1 (stereo unspecified)
  -3	11	-3	5	3.6	-8	-4	-9	20
Nc1nonc1-n1nnc(C(=O)N/N=C/c2cccnc2)c1CSc1ccccc1
  0	13	-9	-3	6.7	-4	6	-8	29
O=C(NCc1ccccc1)c1ccc(NC(=O)C2CCCO2)cc1 (stereo unspecified)
  -1	1	11	-12	0.2	10	-6	-4	3
CCC(O)(c1ccc(OC)cc1)C(CN1CCOCC1)c1ccccc1 (stereo unspecified)
  -3	8	-37	17	0.0	-5	-17	7	-6
COc1ccc(Nc2cc(Cl)nc(N)n2)cc1
  -7	5	4	14	0.5	5	4	7	-4
Cc1ccc(C(=O)C(C)OC(=O)Cc2n[nH]c(=O)c3ccccc23)cc1 (stereo unspecified)
  2	3	-7	-12	2.3	-7	-3	-2	0
Cc1ccc(OCC(=O)N2CCCc3ccccc32)cc1
  -4	3	-12	3	-0.8	-6	0	4	-11
CCOC(=O)N1CCN(C(=O)c2cc3c(=O)n(C)c4ccccc4c3n2C)CC1
  -12	1	-8	10	4.0	8	8	-6	6
CCCCn1c(N)c(N(CC(C)C)C(=O)C(C)SCc2nc3sc(C)c(C)c3c(=O)[nH]2)c(=O)[nH]c1=O (stereo unspecified)
  0	0	-17	-28	-0.3	15	1	3	7
Cc1cc(C)n(-c2cc(N3CCN(S(=O)(=O)c4ccc(Cl)cc4)CC3)ccc2[N+](=O)[O-])n1
  -6	6	-7	15	1.3	-1	-7	-6	0
N#Cc1c(N)n(-c2cccc(O)c2)c2nc3ccccc3nc12
  -1	2	-2	14	0.4	-2	-11	0	-22
CCOc1ccc(CC(=O)C2C(=O)CC(C)(C)CC2=O)cc1OCC
  -2	0	-10	-10	-0.1	-4	7	4	-26
Cc1ccc(C(=O)Nc2c(N)nc(SCC(=O)NCC3CCCO3)[nH]c2=O)cc1 (stereo unspecified)
  -4	1	-1	5	0.4	6	-13	0	-15
COc1ccccc1NC(=O)CN(Cc1ccco1)C(=O)c1cccs1
  -5	4	-6	18	1.1	-7	-2	0	4
Cc1cc(NS(=O)(=O)c2c(C(=O)N3CCOCC3)c(C)n(C)c2C)ccc1Br
  -8	1	-30	7	0.1	-16	-6	10	-37
CCCCC(=O)NS(=O)(=O)c1ccc(N=NN2CCCCC2)cc1
  -3	4	-9	17	0.3	-8	2	8	-15
O=C(Nc1ccc(F)cc1)N(CCCN1CCOCC1)Cc1cc2cc3c(cc2[nH]c1=O)OCO3
  -4	4	-13	14	0.1	-6	-11	8	-15
COc1ccc(OC)c(/C=N/NC(=O)CCc2ccc(O)c(O)c2)c1
  -3	7	-4	-1	0.1	-1	-1	3	-19
COc1cc(CNc2cc(C)ccc2C)cc(OC)c1OC
  1	2	14	7	8.7	2	-22	-3	23
COc1ccc(Nc2nc(C)nc3c2nnn3Cc2ccccc2)cc1OC
  -3	-1	-18	18	2.0	1	-10	7	3
COc1ccc(C2C3=C(CCCC3=O)Nc3ccc4ncccc4c32)cc1OC (stereo unspecified)
  -4	0	3	2	2.8	8	-2	1	-13
O=C(NCCN1C(=O)S/C(=C/c2ccccc2)C1=O)C1CC(=O)N(Cc2ccccc2)C1 (stereo unspecified)
  -2	11	-28	-12	10	16	1	-14	26
C/C(=N\NC(=O)COc1cccc2ccccc12)c1cccs1
  2	4	-16	17	2.3	-9	-7	17	-6
O=c1cc(Nc2cccc(Br)c2)[nH]c(=O)[nH]1
  -3	17	6	14	-0.4	0	-8	9	1
COc1cc(NC(=O)Cn2c(C)cc3ccccc3c2=O)cc(OC)c1OC
  -2	14	-19	20	1.3	-6	-7	4	-25
Cc1ccc(SCC(=O)NN=C2CCN(C)CC2)cc1
  -3	8	-3	20	0.6	-9	-10	12	8
O=C(c1ccccn1)N1CCCC(N2CCN(c3ccc(F)cc3)CC2)C1 (stereo unspecified)
  -2	7	-10	-10	1.4	19	9	-7	-26
O=C1CSC2(CCCCC2)N1CCO
  -3	7	5	15	0.4	-5	-4	8	-20
CCCCn1c(SCC(=O)NCc2ccco2)nc2c(sc3ccccc32)c1=O
  -3	8	-11	13	2.4	7	3	-2	28

Remaining list, next part
Values run as follows: M1 ag	TAAR1 ag	CHO parental Ca	M1 PAM parental	CHO-K1 Ca ag	CHRM1 antagonist	CHO-K1 Ca antag	CHRM1 PAM	TAAR1 antagonist
Cc1ccc(C(=O)CC(C(=O)O)n2cncn2)cc1 (stereo unspecified)
  -1	1	.	-17	-0.2	-3	14	3	-19
Cc1ccc(S(=O)(=O)NC(=NC(C)C)c2ccccc2)cc1
  -3	0	-2	0	-0.1	4	-6	4	-5
O=C(O)c1ccccc1NC1CCCCC1NS(=O)(=O)c1ccccc1 (stereo unspecified)
  -2	7	.	4	-0.1	-19	-2	13	-19
CCOc1ccc(C2/C(=C(\O)c3ccc4c(c3)OCCO4)C(=O)C(=O)N2Cc2cccnc2)cc1OCC (stereo unspecified)
  -3	0	-6	7	1.7	-7	-9	3	-7
COc1ccccc1-c1nc(C#N)c(N2CC(C)CC(C)C2)o1 (stereo unspecified)
  -5	1	-20	6	0.3	3	-23	3	-18
O=C(Nc1cccc(S(=O)(=O)N2CCCC2)c1)c1ccc2ccccc2n1
  -7	0	4	-2	2.4	5	-20	-5	21
COc1cccc(CNS(=O)(=O)c2ccc3c(c2)CC(C)N3C(C)=O)c1 (stereo unspecified)
  -7	2	-3	3	7.6	-12	1	11	-10
CCSc1nc(=S)n(CC)c(C)c1C(C)=O
  -3	11	-1	0	0.3	-3	-19	5	11
O=C(NCCc1ccccc1)C1CCCN(C(=O)Nc2ccc(F)cc2)C1 (stereo unspecified)
  -1	8	-2	-15	0.1	4	13	3	-20

Screening results: PubChem, The Scripps Research Institute Molecular Screening Center
